Source: PubChem BioAssay
RSV antiviral HEp-2 – RSV antiviral activity via CPE protection, HEp-2 cells, primary 10 µM value included (AID 2391); 310,000 tested, 0.13% active; one-dose CPE inhibition, % at 10 µM; IC50 in µM for titrated hits; HEp-2 cells, RSV-induced CPE inhibition; higher % means a stronger effect; in the data active = a potency from the dose series; inconclusive = CPE inhibition mostly from about 23% at the one dose, without a potency; inactive = the rest, 99 in 100 with CPE inhibition below about 21%; note: strong numbers were not always called active
Large T inhibition – SV40 large T antigen inhibitors, biochemical (AID 1903) | SV40 large T antigen ATPase/helicase inhibition assay; higher % means a stronger effect | inhibition, % at 20 µM, or IC50 in µM where a hit was titrated | 310,000 tested, 0.39% active; in the data active = a potency from the dose series; inconclusive = inhibition mostly from about 32% at the one dose, without a potency; inactive = the rest, 99 in 100 with inhibition below about 32%; note: strong numbers were not always called active
PhoP inhibition – inhibitors of PhoP regulon expression, primary screen, Salmonella Typhimurium, GFP reporter (AID 1863). 300,000 tested, 0.16% active. S. Typhimurium PhoP-regulated promoter GFP reporter, 4 h; higher % means a stronger effect. inhibition, % at 50 µM, or IC50 in µM where a hit was titrated;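 active = inhibition over 29.93%, a cutoff 3 SD above the screen mean, later confirmed by dose response; inconclusive = inhibition over 29.93% but no dose response follow-up; inactive = inhibition at most 29.93% or unconfirmed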;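 note: 0% = low Mg2+ inducing control and 100% = high Mg2+ repressing control; strong numbers were not always called active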
The depositor's hits bear a star; ? = inconclusive. Some of the compounds tested. The share of hits here may be higher or lower than overall.

PhoP inhibition,RSV antiviral HEp-2,Large T inhibition,molecule
-4.3%,3.7%,8.8%,COc1cccc(NC(=O)C(=O)NCCC2CCCCN2S(=O)(=O)c2ccccc2)c1 (centres undefined)
-6.8%,0.4%,9.5%,CC(Sc1n[nH]c(=O)n1Cc1ccccc1)C(=O)NC1CCCCC1C (centres undefined)
-11.8%,-0.8%,14.5%,OC[C@H]1OC(O)C[C@@H](O)[C@@H]1O (some centres undefined)
-2.6%,-2.0%,11.7%,COc1ccc(C(=O)COC(=O)Cn2cnc3ccccc3c2=O)c(OC)c1
-4.6%,15.0%,7.6%,CN(c1ccc(F)cc1)S(=O)(=O)c1ccc(Cl)c(C(=O)Nc2ccncc2)c1
6.0%,0.5%,7.7%,CC(C(=O)Nc1ccccn1)N1C(=O)c2ccccc2S1(=O)=O (centres undefined)
10.9%,1.7%,11.0%,Cc1cccn2c(=O)nc(SCC(=O)N3CCCCC3)nc12
0.3%,-1.9%,11.4%,O=C(CN1C(=O)NC2(CCCCC2)C1=O)N1CCN(S(=O)(=O)c2ccc(F)cc2)CC1
-6.2%,-1.7%,9.6%,CCOC(=O)c1c(NC(=O)COC(=O)c2ncc(Cl)c(Cl)c2Cl)sc(C(=O)N(C)C)c1C
-6.6%,-0.6%,6.6%,COc1ccc(N2CC(C(=O)NCCC3=CCCCC3)CC2=O)c(OC)c1 (centres undefined)
-4.6%,1.0%,9.5%,O=C(NC(=S)Nn1cnnc1)c1ccccc1
2.8%,4.2%,9.2%,C=CCn1c(SCC(=O)Nc2cccc(S(=O)(=O)N(C)c3ccccc3)c2)nnc1C1CC1
-2.2%,17.0%,14.0%,O=C(CC1OC(=O)c2ccccc21)Nc1ccc(Cl)c(S(=O)(=O)N2CCCCC2)c1 (centres undefined)
-7.9%,-0.8%,11.8%,CCCn1c(=O)c2c(ncn2C)n(CCC)c1=O
3.7%,1.4%,11.1%,CC(C)CN(C(=O)c1ccc(S(=O)(=O)N2CCOCC2)cc1)C1CCS(=O)(=O)C1 (centres undefined)
4.9%,-0.1%,11.9%,CCOc1ccc(S(=O)(=O)Nc2ccc(C(=O)NCC(c3ccco3)N3CCCCC3)cc2)cc1 (centres undefined)
1.3%,-1.3%,5.2%,CN1CCN(c2ccc(S(=O)(=O)N3CCCCC3)cc2NC(=O)/C=C/c2ccc(OC(F)F)cc2)CC1
-10.6%,-1.0%,2.4%,Cc1ccc(S(=O)(=O)N(C)C)cc1NC(=O)COC(=O)CCC1CCCCC1
-0.6%,-1.1%,13.4%,CC(=O)N1CCN(C(=O)c2ccc(Cl)c(NC(=O)c3cccs3)c2)CC1
-4.3%,0.4%,3.3%,CCOc1ccc(C(=O)NCC(=O)NCC(c2ccc(OC)cc2)N2CCCC2)cc1 (centres undefined)

Only Large T inhibition, for some of the entries so far:
mol	Large T inhibition
CCCn1c(=O)c2c(ncn2C)n(CCC)c1=O	11.8%
CC(C)CN(C(=O)c1ccc(S(=O)(=O)N2CCOCC2)cc1)C1CCS(=O)(=O)C1 (centres undefined)	11.1%
CCOc1ccc(S(=O)(=O)Nc2ccc(C(=O)NCC(c3ccco3)N3CCCCC3)cc2)cc1 (centres undefined)	11.9%
CN1CCN(c2ccc(S(=O)(=O)N3CCCCC3)cc2NC(=O)/C=C/c2ccc(OC(F)F)cc2)CC1	5.2%
Cc1ccc(S(=O)(=O)N(C)C)cc1NC(=O)COC(=O)CCC1CCCCC1	2.4%

Further records follow.
PhoP inhibition,RSV antiviral HEp-2,Large T inhibition,molecule
1.4%,9.7%,5.8%,CCOC(=O)C1CCN(C(=O)c2ccc(OCC(=O)Nc3ccc(OCC)cc3)c(OC)c2)CC1
-1.0%,8.4%,4.0%,CCN(c1ccccc1)S(=O)(=O)c1cccc(C(=O)N(C)CCOc2ccccc2)c1
1.4%,-1.8%,17.5%,O=C(CCNS(=O)(=O)c1ccccc1)N1CCCCCCC1
4.3%,0.4%,10.7%,CCCCN(C(=O)c1ccc2c(c1)OCO2)C1CCS(=O)(=O)C1 (centres undefined)
12.9%,-2.4%,6.9%,Cc1ccc(C(CNS(=O)(=O)c2ccccc2)N2CCN(C)CC2)cc1 (centres undefined)
9.4%,0.6%,9.8%,Cc1nnc(SCC(=O)Nc2cccnc2Cl)s1
-1.2%,-2.0%,-0.6%,CCCCn1c(N)c(N(CC(C)C)C(=O)c2ccc(S(=O)(=O)N(CC)c3ccccc3)cc2)c(=O)[nH]c1=O
-9.3%,0.2%,18.8%,CCN(CC(=O)Nc1ccc(NC(C)=O)cc1)C(=O)CN1C(=O)NC2(CCCC2)C1=O
-0.4%,-1.2%,29.6%,CN(CC(=O)Nc1cccc(F)c1)C(=O)c1cc(-c2ccco2)nc2ccccc12
9.1%,0.4%,12.7%,Cc1ccc(S(=O)(=O)CCC(=O)N(CCN2CCOCC2)c2nc3ccccc3s2)cc1
-8.7%,-2.5%,8.9%,COc1cccc(/C=C/C(=O)OCC(=O)Nc2ccc3[nH]c(=O)[nH]c3c2)c1OC
-5.0%,1.6%,20.4%,O=S(=O)(c1cc(O)ccc1O)c1cccc2c(S(=O)(=O)c3cc(O)ccc3O)cccc12
0.6%,-1.4%,45.8%,CC1(c2ccccc2)NC(=O)N(CC(=O)Nc2ccc(S(=O)(=O)Nc3ncccn3)cc2)C1=O (centres undefined)
-2.1%,-0.8%,2.6%,CCOC(=O)C1=C(COC(=O)CCOc2cccc(C)c2)NC(=O)NC1C (centres undefined)
1.5%,?,9.5%,COc1ccc2oc(C(=O)N(C)Cc3ccc4c(c3)OCCO4)c(C)c2c1
-3.6%,1.2%,3.9%,NC(=O)c1cc([N+](=O)[O-])ccc1NCc1ccc(N)cc1
1.1%,-0.6%,10.1%,Cc1nc2ccccc2c(C)c1CC(=O)OC(C)C(=O)NC1(C#N)CCCCC1 (centres undefined)
-5.5%,-2.1%,10.5%,Cc1ccc(S(=O)(=O)N2CCN(C(=O)CN3C(=O)c4ccc([N+](=O)[O-])cc4C3=O)CC2)c(C)c1
2.7%,-1.6%,8.7%,CC(OC(=O)/C=C/c1cccc(Cl)c1)C(=O)NC1CCCCC1C (centres undefined)
-9.9%,-0.9%,20.2%,CN(CC(=O)Nc1ccccc1Cl)C(=O)COC(=O)c1ccccc1[N+](=O)[O-]

Next part:
PhoP inhibition,RSV antiviral HEp-2,Large T inhibition,molecule
-2.7%,1.8%,11.7%,N#CC1(NC(=O)CSc2n[nH]c(-c3ccccc3)n2)CCCCC1
17.6%,0.1%,11.3%,COc1ccc(S(=O)(=O)N2CCC(C(=O)Nc3cc(Cl)ccc3N3CCOCC3)CC2)cc1OC
6.8%,-1.5%,15.6%,CC1CCCC(C)N1C(=O)COC(=O)C1CCN(S(=O)(=O)c2c(Cl)cccc2Cl)CC1 (centres undefined)
-5.4%,3.5%,6.5%,COc1ccc([C@@H]2CC=C(C(=O)O)[C@H](c3ccccc3F)N2S(=O)(=O)c2ccccc2C)cc1
35.0%,14.6%,-11.8%,OC1(c2cccc(C(F)(F)F)c2)CCN(c2ncnc3c2[nH]c2ccccc23)CC1
-0.9%,0.7%,10.1%,CCOc1ccccc1OCCC(=O)NNC(=O)Cn1nc(C)cc1C
-4.9%,1.8%,23.4%,CN(C)S(=O)(=O)c1ccc(N2CCCC2)c(C(=O)Nc2ccccc2F)c1
8.0%,-1.5%,2.3%,CCOCCCn1c(SCC(=O)Nc2oc(C)c3c(C)n[nH]c(=O)c23)nnc1-c1ccncc1
-2.3%,3.9%,22.3%,COc1cc(C(=O)Nc2ccc(N3CCCS3(=O)=O)cc2)c([N+](=O)[O-])cc1OC
-1.4%,1.1%,12.0%,O=C(CCNC(=O)c1ccc(Br)cc1)Nc1ccccc1N1CCCCC1
6.7%,-1.2%,18.4%,O=C(CN1C(=O)NC2(CCc3ccccc32)C1=O)c1ccc(F)cc1 (centres undefined)
3.6%,6.3%,28.4%,CCCCOc1ccc(C(=O)N2CCN(c3ccc(N4CCOCC4)nn3)CC2)cc1
-0.3%,-2.1%,14.8%,COc1ccc(C(CNC(=O)c2cccc(S(=O)(=O)Nc3ccccc3OC)c2)N2CCOCC2)cc1 (centres undefined)
9.1%,0.1%,5.7%,COc1ccc(N2CC(NS(=O)(=O)c3ccc(F)cc3)CC2=O)cc1 (centres undefined)
-4.1%,-0.7%,7.0%,O=C(CN1CCN(S(=O)(=O)c2ccccc2C(F)(F)F)CC1)NCc1cccs1
-0.5%,-0.4%,6.4%,Cc1ccc(NC(=O)C2CCN(S(=O)(=O)c3ccc4c(c3)OCCO4)CC2)c(O)c1
-0.4%,-0.5%,17.4%,Cc1ccc(OCCC(=O)OCC(=O)NC(=O)c2ccccc2)cc1
-1.9%,1.3%,14.3%,CCOC(=O)N1CCN(C(=O)CCN2C(=O)c3ccccc3S2(=O)=O)CC1
5.8%,-1.2%,11.9%,O=C(CCCOc1ccccc1)N1CCN(S(=O)(=O)c2cccc(F)c2)CC1
-4.1%,5.5%,?,CCOC(=O)c1c(-c2ccco2)csc1NC(=O)COC(=O)c1cnccn1

(further entries)
PhoP inhibition,RSV antiviral HEp-2,Large T inhibition,molecule
-2.3%,13.5%,15.1%,Cc1sc2ncnc(N3CCC(C(=O)Nc4cc(S(C)(=O)=O)ccc4Cl)CC3)c2c1C
-7.1%,-0.1%,8.0%,Cc1c(NC(=O)C(C)OC(=O)c2ccc(NC(=O)CC#N)cc2)c(=O)n(-c2ccccc2)n1C (centres undefined)
1.7%,-0.5%,12.0%,COc1ccc(C(=O)NCc2nnc(SCC(=O)c3ccc(F)cc3)n2C)cc1OC
-2.2%,-0.8%,-0.6%,Cc1ccc(SCC(=O)OCC(=O)NCCCc2ccccc2)cc1
-6.6%,-0.1%,5.0%,COc1ccc(C(CNC(=O)c2cc(S(=O)(=O)NCc3ccccc3)ccc2C)N2CCOCC2)cc1 (centres undefined)
-4.5%,-0.5%,22.7%,CCOC(=O)c1c2ccccc2[n+]([O-])n1[C@@H](C)C(N)=O
-9.3%,-0.4%,9.5%,COc1ccc(NC(=O)CN(C)C(=O)C(C)Oc2ccc(Br)cc2)cc1 (centres undefined)
-11.6%,1.3%,16.8%,CC(Sc1ccc(Cl)cc1)C(=O)N(C)CC(=O)Nc1ccc(N2CCOCC2)cc1 (centres undefined)
-4.7%,-0.9%,7.2%,COc1ccccc1NC(=O)C(C)OC(=O)c1cccc(-n2cnnn2)c1 (centres undefined)
-1.3%,0.8%,9.4%,CCN(CC(=O)Nc1c(F)cccc1F)C(=O)C1CCN(C(=O)c2ccc(Cl)cc2)CC1
-0.4%,-2.6%,8.4%,CCOc1ccc(S(=O)(=O)Nc2cccc(C(=O)NCC3(N4CCCCC4)CCCCC3)c2)cc1
-1.7%,-1.4%,16.7%,CCCc1cc(=O)[nH]c2nnc(SCC(=O)NC3CCCC3)n12
-8.2%,0.2%,6.3%,CCCCn1c(N)c(N(CC(C)C)C(=O)c2cnc(C)cn2)c(=O)[nH]c1=O
-2.3%,-1.3%,21.0%,CCc1cccc(NC(=O)COC(=O)c2cc([N+](=O)[O-])ccc2N2CCOCC2)c1
3.7%,0.4%,7.8%,CCC(C)N(C(=O)COC(=O)c1cc([N+](=O)[O-])ccc1N1CCOCC1)C1CCS(=O)(=O)C1 (centres undefined)
-3.3%,-2.4%,16.0%,CCCCN(C(=O)c1cccc(-n2cccc2)c1)c1c(N)n(CCCC)c(=O)[nH]c1=O
3.5%,-1.2%,14.3%,CCOc1ccc(S(=O)(=O)NCCC(=O)NCc2cccnc2)cc1
2.0%,-2.0%,8.2%,CCN1CCN(c2ccc(S(=O)(=O)N3CCOCC3)cc2NC(=O)c2cc(Cl)nc3ccccc23)CC1
-9.4%,3.6%,3.6%,CCOc1ccc2oc(C(=O)NNC(=O)c3ccccc3O)c(C)c2c1
-3.9%,1.4%,16.3%,CCc1noc(C)c1C(=O)Nc1nc2ccc(F)cc2s1

Next section
PhoP inhibition,RSV antiviral HEp-2,Large T inhibition,molecule
-1.2%,-1.5%,14.3%,CCc1noc(C)c1C(=O)N(C)CC(=O)Nc1ccccc1C(F)(F)F
6.2%,-0.5%,16.1%,CN(CC(=O)Nc1ccc(N2CCOCC2)cc1)C(=O)c1cccc(Cl)c1Cl
-8.7%,-1.4%,7.4%,CCOC(=O)C(=O)NCC(c1cccs1)S(=O)(=O)c1ccc(F)cc1 (centres undefined)
2.5%,4.7%,9.4%,CC1CN(S(=O)(=O)c2cccc(C(=O)N(Cc3nnc(-c4ccccc4Cl)o3)C3CC3)c2)CC(C)O1 (centres undefined)
-4.4%,0.0%,8.7%,Cc1cccc(Cn2nnc3ccccc32)c1O
3.9%,-0.1%,22.9%,Cc1ccc(NC(=O)CNC(=O)c2cccs2)c(O)c1
-6.7%,-1.2%,5.8%,COc1cc(N)c(Cl)cc1C(=O)OC(C)C(=O)Nc1cccc(S(=O)(=O)N2CCOCC2)c1 (centres undefined)

Of the compounds above, these have a CF3 group:
PhoP inhibition,RSV antiviral HEp-2,Large T inhibition,molecule
35.0%,14.6%,-11.8%,OC1(c2cccc(C(F)(F)F)c2)CCN(c2ncnc3c2[nH]c2ccccc23)CC1
-4.1%,-0.7%,7.0%,O=C(CN1CCN(S(=O)(=O)c2ccccc2C(F)(F)F)CC1)NCc1cccs1
-1.2%,-1.5%,14.3%,CCc1noc(C)c1C(=O)N(C)CC(=O)Nc1ccccc1C(F)(F)F
